# rCAG RNA binder: binds r(CAG) RNA repeats. r(CAG) RNA repeat, TO-PRO-1 dye displacement fluorescence. inhibition, % at 3 µM. 370,000 tested, 1.3% active. AID 651821;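 active = inhibition above the plate cutoff, the mean of all test compounds on that plate plus 3 SD, cut at about 35% in these data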;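 note: 0% = DMSO alone and 100% = 100 µM mitoxantrone as full dye displacement; higher means more dye released from RNA so lower well fluorescence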
# sPLA2-III inh: Blocks human group III sPLA2 activity | QFRET BODIPY PC-A2 liposome hydrolysis, fluorescence | Q9NZ20 | inhibition, % at 12.2 µM | AID 743126 | 370,000 tested, 0.56% active;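 active = inhibition above mean plus 3 SD of compounds lying within the high and low control bounds, cut at about 19% in these data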;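 note: 0% = median of test compound wells and 100% = no enzyme DMSO wells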
# ARFGAP1 inhibitor: inhibitors of rat ARFGAP1; Q62848; Arfgap1-stimulated ARF1 GTP hydrolysis, GDP FP detection; inhibition, % at 16.5 µM; 360,000 tested, 0.26% active; AID 651572;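 active = inhibition above a per-plate limit, mean inhibition of low control wells plus 3 SD, cut at about 25% in these data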;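 note: 0% = DMSO wells with enzyme and 100% = wells lacking Arfgap1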
#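 System: truncated rat Arfgap1 GAP domain / Medium: HEPES-based buffer, pH 7.5 / Also added: N-terminally truncated human ARF1-GTP substrate / Incubation: enzyme reaction 120 min at 25 °C after 20 min preincubation / Measured by: FP of antibody-bound GDP Alexa 633 tracer, ex 620/em 688 nm / Replicates: singlicate, each compound tested once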
# Tn6 DDE FP: inhibitors of Tn6 peptide binding to human fibrin DD(E) | 370,000 tested, 0.21% active | Fibrin DD(E) TRITC-Tn6 fluorescence polarization displacement | P02675 | inhibition, % at 8.3 µM;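 active = inhibition above a per-campaign cutoff: mean of compounds within control limits plus 3 SD, cut at about 15% in these data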;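 note: 0% = median of all compound wells on the plate and 100% = blocking peptide control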
# ASAP1 GAP inh: blocks human ASAP1-stimulated Arf1 GTP hydrolysis. 360,000 tested, 0.19% active. Q9ULH1. inhibition, % at 16.5 µM. AID 624377. GDP FP detection; in the data active = inhibition above about 25%;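 note: 0% = vehicle with enzyme and substrate and 100% = no enzyme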
# proKLK7 act: activates the human kallikrein-7 zymogen; 370,000 tested, 0.9% active; P49862; purified proKLK7, EDANS-DABCYL substrate fluorescence; 100% is mature enzyme control, 0% vehicle; activation, % at 7 µM; AID 652039;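 active = activation above the mean of all tested compounds plus 3 SD, computed per campaign excluding outliers beyond control limits, cut at about 13% in these data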
# GAA850 FXN act: increases GAA850 frataxin promoter reporter activity. AID 540364. HEK293 lucGAA850 FXN promoter luciferase reporter, 24 h; percent of 10 µM SAHA response. activation, % at 6 µM. 360,000 tested, 0.56% active;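 active = activation above the average of all compounds screened plus 3 SD, cutoff fixed separately per campaign, cut at about 7.5% in these data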;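 note: 0% = DMSO wells and 100% = 10 µM SAHA wells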
# ADAM10 inh: inhibits human ADAM10; inhibition, % at 7 µM; recombinant ADAM10, EDANS/DABCYL FRET peptide cleavage, 3 h; AID 720582; 370,000 tested, 0.62% active;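 active = inhibition above a per-campaign cutoff equal to the mean of compounds falling between control-based bounds plus 3 SD, cut at about 20% in these data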;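 note: 0% = DMSO wells while the 100% control is not disclosed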
# NPR2 activator: GC-B (human) receptor activation | P20594 | HEK293-GC-B cells, CNP EC30, cGMP TR-FRET; 0% at EC30 CNP, 100% saturating CNP | activation, % at 10 µM | 370,000 tested, 0.11% active | AID 1920062;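 active = activation at 10 µM reaching about 35% in either raw or pattern-adjusted values, limit read from the data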
# GC-A act: GC-A (human) enzyme activation. HEK293 GC-A cells, cGMP TR-FRET, EC30 ANP; 0% at EC30 ANP, 100% saturating ANP. P16066. AID 1671463. activation, % at 10 µM. 370,000 tested, 0.14% active; in the data active = activation above about 40%
# Target sequence (P16066 whole entry, looked up): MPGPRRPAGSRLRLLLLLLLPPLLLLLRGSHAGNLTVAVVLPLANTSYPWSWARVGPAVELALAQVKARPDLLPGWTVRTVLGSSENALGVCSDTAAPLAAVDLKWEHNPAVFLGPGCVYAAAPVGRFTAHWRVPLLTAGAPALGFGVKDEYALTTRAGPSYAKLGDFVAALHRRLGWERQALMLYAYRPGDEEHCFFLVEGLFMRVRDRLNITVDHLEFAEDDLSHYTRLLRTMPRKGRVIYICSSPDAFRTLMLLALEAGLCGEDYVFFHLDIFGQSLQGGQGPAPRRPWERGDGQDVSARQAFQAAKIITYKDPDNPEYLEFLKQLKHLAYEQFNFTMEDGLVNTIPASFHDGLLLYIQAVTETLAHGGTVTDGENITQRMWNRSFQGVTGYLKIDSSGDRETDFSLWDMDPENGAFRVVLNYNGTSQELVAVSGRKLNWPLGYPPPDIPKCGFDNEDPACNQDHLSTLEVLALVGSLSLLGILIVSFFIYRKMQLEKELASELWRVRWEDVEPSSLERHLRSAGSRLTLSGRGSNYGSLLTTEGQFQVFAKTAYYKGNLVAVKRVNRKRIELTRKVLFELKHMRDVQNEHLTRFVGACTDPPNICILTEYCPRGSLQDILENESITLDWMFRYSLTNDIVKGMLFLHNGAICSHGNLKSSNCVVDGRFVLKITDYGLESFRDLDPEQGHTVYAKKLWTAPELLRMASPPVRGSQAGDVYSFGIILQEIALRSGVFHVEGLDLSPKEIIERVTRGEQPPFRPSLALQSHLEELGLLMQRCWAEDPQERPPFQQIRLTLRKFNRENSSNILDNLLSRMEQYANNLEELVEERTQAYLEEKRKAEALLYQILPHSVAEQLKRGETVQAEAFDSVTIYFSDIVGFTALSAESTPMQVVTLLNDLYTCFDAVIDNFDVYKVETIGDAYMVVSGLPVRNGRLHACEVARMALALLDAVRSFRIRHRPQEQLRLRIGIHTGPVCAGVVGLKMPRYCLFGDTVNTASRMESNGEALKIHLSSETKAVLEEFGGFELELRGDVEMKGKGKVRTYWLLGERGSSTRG
# An asterisk follows results filed as active; x = not tested or not shown.
SMILES,rCAG RNA binder,sPLA2-III inh,ARFGAP1 inhibitor,Tn6 DDE FP,ASAP1 GAP inh,proKLK7 act,GAA850 FXN act,ADAM10 inh,NPR2 activator,GC-A act
Cc1cc(C)c(S(=O)(=O)N2CCN(c3ccc([N+](=O)[O-])c(-n4nc(C)cc4C)c3)CC2)c(C)c1,10.6,-4.2,2.8,-1.3,6.0,4.0,-3.3,7.3,3.2,0.3
COc1cccc(CN2CCC2(C)C(=O)Nc2ccc(C)c(O)c2)c1F (stereo not given),0.9,0.9,1.9,-1.9,-7.0,-0.4,-4.3,8.8,2.0,-2.2
CC(C)(C)NC(=O)C(=O)NN=C1CCCCCCCCCCC1,-2.5,-0.9,4.0,-1.7,2.6,-1.2,1.3,-0.7,-0.5,0.1
COc1c(C)cc(C(=O)C2CCCN(Cc3ccc(Oc4ncccn4)cc3)C2)cc1C (stereo not given),-6.6,-10.4,2.5,-0.8,13.4,0.8,-2.0,6.1,1.1,-3.3
Cc1ccc(/C=N\NC(=O)CN2CCN(S(=O)(=O)c3ccc(Br)cc3)CC2)s1,1.1,-13.4,x,10.3,x,-0.2,x,-2.5,0.5,-0.6
CCC(C)NC(=O)CSc1nnc(-c2ccncc2)n1-c1ccc(OC)cc1 (stereo not given),-10.5,-6.2,2.4,1.6,-9.6,0.1,-0.4,5.9,1.4,0.8
Cc1cccc(Oc2nccc(C(F)(F)F)c2C(=O)Nc2ccc(F)cc2F)c1,-3.1,5.8,-1.6,6.1,-4.6,-0.5,-2.9,5.2,-6.6,-2.1
c1ccc(-n2nnc3ccccc32)cc1,2.7,-1.3,-2.1,0.1,-1.8,-0.6,3.4,-0.8,0.4,2.7
CN(Cc1ccccc1)Cc1c[nH]c2ccccc12,-2.7,-26.2,-8.4,16.6*,-20.2,-0.3,2.1,-0.1,-0.4,-5.8
CCN1C[C@@H]2[C@@H]3C(=O)N(Cc4ccccc4)C(=O)[C@@H]3[C@](Cc3ccccc3)(C1=O)N2C(=O)c1ccc(C(C)(C)C)cc1,-0.2,-7.2,-7.2,5.1,-2.5,0.0,0.7,-4.5,0.8,1.5
CCC(=O)Oc1ccc2oc(=O)cc(C)c2c1,-0.1,1.9,0.8,-4.7,8.9,1.3,-0.7,-6.3,-1.9,0.3
Cc1ccc(S(=O)(=O)NCC(=O)OCC(=O)NC(=O)NC2CCCC2)cc1,-4.9,1.0,9.0,-1.0,6.9,-0.2,0.9,0.2,1.4,-1.7
Nc1ncc(Br)cc1S(=O)(=O)NC1CCCCC1,1.2,-5.9,8.2,-3.4,-3.1,-0.3,1.5,-28.2,-8.8,-5.5
Cc1ccc(C(=O)c2ccccc2C(=O)OCC(=O)N2CCCC2)cc1,-1.0,3.5,-1.5,1.9,-2.6,0.6,3.7,-8.2,-2.0,-0.5
Cc1cc(C)nc(N/N=C/c2ccc(N3CCOCC3)cc2)n1,-4.0,8.2,5.5,2.0,2.6,-1.1,0.6,-7.5,-1.3,-7.5
CC(=O)Nc1cccc(OCCOc2cccc([N+](=O)[O-])c2)c1,0.7,3.0,-8.7,-8.9,5.2,-0.7,1.3,-3.5,-1.8,-1.2
O=C(CCN1CCN(C/C=C/c2ccccc2)CC1)Nc1ccccc1Cl,-6.0,-12.1,4.8,6.7,-1.5,-0.4,1.1,6.1,-4.7,-0.6
O=[N+]([O-])c1cc(Br)c2nsnc2c1N1CCOCC1,-0.6,5.0,-7.6,-1.2,-1.1,-0.1,0.0,6.3,-4.2,-5.9
COCCN(CCOC)C(=O)COC(=O)c1ccc(Cl)c(S(=O)(=O)N(C)c2ccccc2)c1,-7.6,-3.3,-1.1,2.2,-9.7,0.0,1.9,4.3,2.6,-2.5
CC(C)(CN1CCN(c2ccccc2)CC1)NS(=O)(=O)c1ccccc1,-6.5,-7.2,-10.8,-3.2,-13.1,0.4,0.6,0.2,-0.3,1.6
CC(C)(C)c1ccc(C(=O)Nc2cnccn2)cc1,-4.2,3.7,-4.8,2.6,-20.3,-0.5,0.4,2.7,-1.1,2.9
COCCn1c(SCC(=O)Nc2cccc(NC(C)=O)c2)nc2c([nH]c3ccccc32)c1=O,12.7,2.6,2.1,-1.0,1.7,1.1,-2.5,-36.0,-1.6,-1.1
O=C(Cc1ccc(Cl)cc1)Nc1ccccc1CO,1.4,-1.9,5.0,1.2,20.3,0.5,2.8,4.8,1.5,-0.8
N#Cc1cc([N+](=O)[O-])ccc1NC(=O)COC(=O)c1cnccn1,3.2,5.7,-2.2,-4.6,1.9,-0.1,-2.8,-1.4,-2.9,-4.2
COc1ccc(-n2ncc(C(C)NS(=O)(=O)c3cc(F)ccc3C)c2C)cc1 (stereo not given),-6.2,-14.5,1.4,-0.6,8.4,0.5,0.4,-5.2,-5.9,-5.3

# Compounds listed so far containing an NH in an aromatic ring:
SMILES,rCAG RNA binder,sPLA2-III inh,ARFGAP1 inhibitor,Tn6 DDE FP,ASAP1 GAP inh,proKLK7 act,GAA850 FXN act,ADAM10 inh,NPR2 activator,GC-A act
CN(Cc1ccccc1)Cc1c[nH]c2ccccc12,-2.7,-26.2,-8.4,16.6*,-20.2,-0.3,2.1,-0.1,-0.4,-5.8
COCCn1c(SCC(=O)Nc2cccc(NC(C)=O)c2)nc2c([nH]c3ccccc32)c1=O,12.7,2.6,2.1,-1.0,1.7,1.1,-2.5,-36.0,-1.6,-1.1

# More entries
SMILES,rCAG RNA binder,sPLA2-III inh,ARFGAP1 inhibitor,Tn6 DDE FP,ASAP1 GAP inh,proKLK7 act,GAA850 FXN act,ADAM10 inh,NPR2 activator,GC-A act
O=C([C@H]1O[C@@H](n2ccc(=O)[nH]c2=O)[C@H](O)[C@@H]1O)N(CCC1=CCCCC1)CC1CC1,1.3,3.0,9.2,2.7,-6.9,-0.5,x,6.6,-4.4,-9.8
O=C(CNS(=O)(=O)c1ccc(Br)cc1Cl)OCC(=O)c1ccc[nH]1,4.8,-14.0,-5.9,3.1,3.1,-0.1,0.9,-4.7,-2.5,-1.1
O=C(O)CSCC(=O)NC1CCCc2ccccc21 (stereo not given),1.0,0.9,1.6,0.8,-11.6,0.3,-1.6,4.2,8.6,2.5
Cc1ccnc(NC(=O)c2ccc(Cl)c(S(=O)(=O)N3CCCCC3)c2)c1,4.2,-4.4,7.6,-5.4,0.3,-0.5,2.0,-1.7,-4.9,0.8
COC(=O)CSc1nc2ccccc2c(=O)n1Cc1ccccc1,-2.4,2.9,-1.8,3.2,4.0,0.4,1.3,4.1,-5.6,-7.3
CC(C)C(OC(=O)c1nsc(Cl)c1Cl)C(=O)NCc1ccc2c(c1)OCO2 (stereo not given),-4.3,4.0,1.7,3.2,-7.7,-0.1,1.2,-0.8,-5.6,-4.6
Cc1ccc(CN(Cc2cccnc2)C(=S)Nc2cccc(Cl)c2C)cc1,-1.8,-1.2,-16.1,-0.7,5.2,0.7,1.4,5.8,2.4,-6.5
COc1ccc(-c2nc3ccccc3c(=O)n2CCc2ccc(O)cc2)cc1,3.5,-9.7,2.3,8.5,-10.1,0.1,-2.2,0.2,1.7,0.1
COc1cc(CNC(C)(C)CO)ccc1OCC(=O)NC(C)(C)C,1.9,5.8,-6.1,4.0,-0.6,-0.7,1.3,-4.2,3.2,1.5
O=C(Cn1cnc2c(nnn2Cc2ccccc2F)c1=O)N1CCN(c2ccccc2)CC1,-4.0,-5.7,-0.8,5.2,-7.9,-0.2,1.2,-4.2,4.3,-0.1
Cc1cccc(OCCC(=O)Nc2ccccc2C(N)=O)c1,-1.2,1.8,6.4,9.1,8.9,-0.7,1.2,-2.7,8.6,-2.2
Cc1onc(-c2ccccc2Cl)c1C(=O)OCC(=O)c1ccccc1,-3.1,-26.1,-6.1,2.7,-8.6,0.0,-2.3,0.4,-7.8,-3.7
Cn1ccc(C(=O)Nc2cccnc2Cl)n1,1.2,4.9,4.2,0.1,-9.2,-0.3,3.4,0.3,6.7,1.8
Cc1cccnc1NC(=O)C1c2ccccc2Oc2ccccc21,-2.7,0.1,-8.3,3.3,5.9,-0.3,1.2,1.1,3.0,-0.3
O=C(NCCc1ccccc1)OCc1cn(Cc2cccc(C(F)(F)F)c2)nn1,-1.7,-11.8,x,-10.6,x,0.2,x,8.0,4.2,2.3
Cn1c(CNC(=O)CNC(=O)Cc2ccccc2)cc(=O)n(C)c1=O,1.2,4.5,1.4,1.4,3.9,-0.2,-1.2,2.9,4.9,-0.5
COC(=O)c1ccc(CNc2ccc(C(C)=O)cc2)cc1,4.9,2.9,0.7,-0.5,3.6,-0.2,x,-9.5,-4.2,0.8
CN(C)S(=O)(=O)c1ccc(C(=O)NCC(=O)N/N=C/c2cccs2)cc1,1.4,-9.2,-13.8,8.8,-2.7,0.0,0.8,8.3,-1.1,2.0
C=CCn1c(Cc2cccs2)nnc1SCC(=O)Nc1ccc(OC)c(OC)c1,-2.2,1.9,-13.1,5.5,7.5,-0.7,-2.0,-1.5,1.5,-3.9
COc1ccc(CN2C(=O)CCCc3ccccc32)cc1,-3.9,-4.8,9.3,-4.7,-2.8,-0.4,0.6,-3.2,-8.3,-20.9
CCOC(=O)C(Cc1ccccc1)NS(=O)(=O)c1ccc(NC(C)=O)cc1 (stereo not given),-1.0,1.5,0.1,3.3,-6.7,0.1,0.7,1.7,4.9,1.4
O=C(Cn1cnc2c(cnn2-c2ccc(F)cc2)c1=O)N1CCCc2ccccc21,-3.4,10.1,2.9,3.8,-3.7,0.2,-2.0,-9.0,-0.8,4.5
CCOc1ccc(CN2CCN(C(=O)c3cccc4ccccc34)CC2)cc1,-6.0,2.7,-5.5,-6.0,17.5,-0.3,1.4,-1.1,5.0,5.6
COc1ccc(/C=N/n2nnnc2N)c(OC)c1,2.7,3.2,-1.8,8.9,-3.5,-0.8,3.5,-11.0,-12.6,-33.4
COC(=O)C1=C(C)N(C)C(=NCc2ccccc2C(F)(F)F)NC1c1ccc(C(F)(F)F)cc1 (stereo not given),3.4,-7.0,-3.2,0.3,-16.5,0.3,x,2.5,-15.4,-9.0
# Following part:
SMILES,rCAG RNA binder,sPLA2-III inh,ARFGAP1 inhibitor,Tn6 DDE FP,ASAP1 GAP inh,proKLK7 act,GAA850 FXN act,ADAM10 inh,NPR2 activator,GC-A act
CCOC(=O)c1ccc(S(=O)(=O)NNc2ccc(C(F)(F)F)cn2)cc1,1.6,17.8,12.2,-1.1,14.0,0.9,2.9,0.2,-4.4,-5.3
COc1ccc(-c2coc3cc(OC)ccc3c2=O)cc1,-1.8,1.7,11.3,5.2,0.0,0.4,4.0,-15.5,-4.1,1.9
CCO[C@H]1OC(C(=O)NCc2ccccc2)=C[C@@H](C)[C@@H]1CCCO,-3.7,5.2,7.8,2.5,-9.1,0.1,-0.1,-2.7,-1.4,-1.9
OCCC1CN(Cc2nc3ccccc3s2)CCN1C1CCCC1 (stereo not given),-5.2,-3.2,-3.2,-0.6,5.7,-0.3,1.5,-8.2,2.2,-0.3
CCOC(=O)c1[nH]ncc1[C@@H]1C[C@H]2CN(Cc3cccc(Cl)c3)C(=O)[C@]23CCCN13,-7.3,-1.9,-14.2,0.0,-5.1,-0.5,0.7,-1.2,-5.7,-9.0
CCSc1ccc2cc(OC)ccc2[n+]1CC,-3.2,0.2,5.2,-9.8,-7.7,2.5,0.5,-125.5,2.3,11.7
CCOC(=O)c1ccc(-n2ccnc2)c(NC(=O)c2ccc(C(C)(C)C)cc2)c1,-2.4,8.7,17.4,-8.3,-4.1,-0.3,-0.5,-7.2,4.9,-2.7
